hgDAF12 agonist: activates the H. glycines DAF-12 receptor ligand-binding domain; HEK293 GAL4-hgDAF12 UAS-luciferase reporter, agonist luminescence; normalized to butyrate control; activation, % at 6.8 µM; hit rate 1.8% among 370,000; AID 687014;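 active = activation above a cutoff set at the mean of all screened compounds plus 3 SD, cut at about 10% in these data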;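 note: 0% = DMSO wells and 100% = sodium butyrate wells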
KLK7 zymogen act: activators of human kallikrein-7 zymogen; purified proKLK7, EDANS-DABCYL substrate fluorescence; 100% is mature enzyme control, 0% vehicle; hit rate 0.9% among 370,000; activation, % at 7 µM;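 active = activation above the mean of all tested compounds plus 3 SD, computed per campaign excluding outliers beyond control limits, cut at about 13% in these data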
Target sequence (P49862 whole entry, looked up): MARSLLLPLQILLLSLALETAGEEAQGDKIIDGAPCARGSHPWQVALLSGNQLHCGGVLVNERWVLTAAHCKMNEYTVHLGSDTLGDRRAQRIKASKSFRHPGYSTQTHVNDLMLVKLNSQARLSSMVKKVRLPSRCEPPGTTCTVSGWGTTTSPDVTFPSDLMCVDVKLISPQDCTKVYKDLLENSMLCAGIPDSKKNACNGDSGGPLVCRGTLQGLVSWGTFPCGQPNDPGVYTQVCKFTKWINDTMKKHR
sPLA2-III inh: Inhibits HGIII-sPLA2 liposome hydrolysis, primary screen. AID 743126. hit rate 0.56% among 370,000. inhibition, % at 12.2 µM. QFRET BODIPY PC-A2 liposome hydrolysis, fluorescence. Q9NZ20;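 active = inhibition above mean plus 3 SD of compounds lying within the high and low control bounds, cut at about 19% in these data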;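 note: 0% = median of test compound wells and 100% = no enzyme DMSO wells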
Target sequence (Q9NZ20 whole entry, looked up): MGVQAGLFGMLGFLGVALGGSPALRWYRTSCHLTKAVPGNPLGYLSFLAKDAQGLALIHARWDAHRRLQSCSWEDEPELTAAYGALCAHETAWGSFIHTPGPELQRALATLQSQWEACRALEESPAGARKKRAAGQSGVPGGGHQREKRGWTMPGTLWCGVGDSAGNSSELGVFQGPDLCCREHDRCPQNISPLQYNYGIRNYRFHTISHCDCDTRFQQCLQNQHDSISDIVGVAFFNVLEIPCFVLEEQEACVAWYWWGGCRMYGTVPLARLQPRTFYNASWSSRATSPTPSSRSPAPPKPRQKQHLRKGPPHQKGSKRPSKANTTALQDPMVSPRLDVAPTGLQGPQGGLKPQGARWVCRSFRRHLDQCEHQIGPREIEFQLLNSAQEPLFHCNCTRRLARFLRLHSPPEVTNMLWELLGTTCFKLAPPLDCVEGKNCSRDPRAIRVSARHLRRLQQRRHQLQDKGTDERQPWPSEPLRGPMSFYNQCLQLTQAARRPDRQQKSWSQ
SMARCA2 activ: increases SMARCA2 function in MMTV reporter cells; activation, % at 9.1 µM; AID 652017; hit rate 1% among 370,000; MG213 cells, MMTV-luciferase reporter, dexamethasone, overnight; in the data active = activation above about 7.8%;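 note: 0% = vehicle wells and 100% = reference activator wells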
DAX1 inh-1: DAX1 (NR0B1) inhibition, primary screen; inhibition, % at 6.8 µM; hit rate 1.1% among 370,000; AID 652010; HEK293T StAR-luciferase reporter, SF-1/DAX-1 repression relief;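 active = inhibition above the mean over all tested compounds plus 3 SD, cut at about 3.6% in these data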;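 note: 0% = DAX-1 cells with DMSO and 100% = cells lacking DAX-1 with DMSO; higher inhibition means more luminescence from relief of DAX-1 repression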
FXN GAA850 act: increases GAA850 frataxin promoter reporter activity; activation, % at 6 µM; HEK293 lucGAA850 FXN promoter luciferase reporter, 24 h; percent of 10 µM SAHA response; hit rate 0.56% among 360,000;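 active = activation above the average of all compounds screened plus 3 SD, cutoff fixed separately per campaign, cut at about 7.5% in these data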;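 note: 0% = DMSO wells and 100% = 10 µM SAHA wells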
hcDAF-12 act: H. contortus DAF-12 activation, primary screen | HEK293 hcDAF-12 lit1-tk-luc reporter, luminescence; 0% DMSO, 100% Δ7-dafachronic acid | activation, % at 6.8 µM | hit rate 1.4% among 370,000;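 active = activation above the mean of all tested compounds plus 3 SD, cut at about 5.5% in these data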;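 note: 100% = response to 3 µM Δ7-dafachronic acid high control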
NPR1 activator: GC-A (human) enzyme activation | HEK293 GC-A cells, cGMP TR-FRET, EC30 ANP; 0% at EC30 ANP, 100% saturating ANP | activation, % at 10 µM | hit rate 0.14% among 370,000 | AID 1671463; in the data active = activation above about 40%
NPR2 activator: GC-B (human) receptor activation | activation, % at 10 µM | hit rate 0.11% among 370,000 | HEK293-GC-B cells, CNP EC30, cGMP TR-FRET; 0% at EC30 CNP, 100% saturating CNP | P20594;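 active = activation at 10 µM reaching about 35% in either raw or pattern-adjusted values, limit read from the data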
DAX1 inh-2: inhibitors of human orphan nuclear receptor DAX1 (NR0B1) | inhibition, % at 6.75 µM | AID 504766 | hit rate 0.99% among 340,000 | HEK293 Gal4-DAX1 luciferase reporter, luminescence;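 active = inhibition above the mean over all tested compounds plus 3 SD, cut at about 4.2% in these data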;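 note: 0% = DAX1-transfected cells with DMSO and 100% = empty-vector control cells with DMSO; inhibition shows as a rise in luminescence from relieved DAX1 repression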
Target sequence (P51843 207-470 limits assumed): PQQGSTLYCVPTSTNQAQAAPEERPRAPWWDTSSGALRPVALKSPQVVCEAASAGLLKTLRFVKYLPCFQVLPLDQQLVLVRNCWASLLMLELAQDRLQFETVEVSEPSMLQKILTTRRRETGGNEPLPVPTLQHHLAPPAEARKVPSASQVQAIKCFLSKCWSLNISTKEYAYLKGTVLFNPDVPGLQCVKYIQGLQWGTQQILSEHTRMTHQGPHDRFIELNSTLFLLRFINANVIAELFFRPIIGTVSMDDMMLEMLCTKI
ssDAF12 agonist: S. stercoralis DAF-12 activation, primary screen; HEK293 ssDAF-12/GRIP1 lit1-tk-luc reporter, luminescence; % of 3 µM dafachronic acid response; activation, % at 6.8 µM; hit rate 1% among 370,000;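 active = activation above the mean over all tested compounds plus 3 SD, cut at about 0.9% in these data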;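 note: 0% = DMSO-only wells and 100% = 3 µM delta7-dafachronic acid wells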
Starred values were filed as active, the others as inactive; / = not tested or not shown. Random draw from the library; any-hit rate near 6.7%.

SMILES	hgDAF12 agonist	KLK7 zymogen act	sPLA2-III inh	SMARCA2 activ	DAX1 inh-1	FXN GAA850 act	hcDAF-12 act	NPR1 activator	NPR2 activator	DAX1 inh-2	ssDAF12 agonist
O=C(Nc1cccc(Br)c1)c1ccccc1-c1ccccc1	0.2	1.1	-11	4	-1.0	-1.9	-2.2	-26	-12	0.4	-1.4
COc1ccc(N2CCN(C(=O)Oc3ccc([N+](=O)[O-])cc3)CC2)cc1	1.1	-0.6	0	-3	-0.3	/	-1.3	3	1	/	-0.5
O=C(NC1CCCCC1)N1CCCCCCC1	-1.5	0.0	2	-1	-0.1	1.6	-2.0	1	4	-1.8	-1.5
Cc1ccc(N(CC(=O)N2CCOCC2)S(C)(=O)=O)cc1Cl	0.3	-0.4	9	-3	0.0	0.4	-1.3	1	-6	2.1	-1.1
CCCC(=O)NC(Nc1ccc(S(=O)(=O)Nc2cc(C)on2)cc1)(C(=O)OCC)C(F)(F)F (stereo not given)	1.2	0.1	-5	1	-0.4	-0.2	-1.6	2	1	1.9	-1.1
O=C(c1ccco1)N1CCN(Cc2nc(-c3cccs3)no2)CC1	5.2	0.1	0	-3	0.6	1.4	1.4	-1	1	1.6	-1.1
Cc1cc(NC(=O)CN2CCOCC2)n(-c2ccccc2)n1	0.5	0.4	2	-1	-0.3	-0.6	0.2	4	0	/	-0.9
O=C(NCc1cn(-c2ccccc2)nc1-c1ccccc1)c1ccc([N+](=O)[O-])cc1	-2.1	0.0	-5	-2	0.1	0.8	0.8	-4	6	0.6	-1.8
Cc1nc2sc(C(c3ccc(Cl)cc3)N3CCN(CCO)CC3)c(O)n2n1 (stereo not given)	0.1	-0.5	4	-1	-0.9	0.2	-0.5	1	-2	1.4	-0.8
Cc1ccc(N2C(=O)Nc3cc(Cl)c(Cl)cc3N2O)cc1Cl	0.5	0.1	2	-2	0.2	1.9	1.2	2	2	0.0	-0.3
Cc1ccc(N2CCN(C(=O)N3CCOCC3)CC2)cc1C	2.3	-0.1	2	-4	1.4	1.1	-0.8	2	1	0.8	-1.8
Cc1cc(C(=O)NCC2CCCO2)n(-c2ccccc2)n1 (stereo not given)	2.0	0.3	4	-2	-0.1	-1.6	-0.1	3	4	0.4	-0.5
Nc1ccc(C(=O)Nc2ccc3c(O)cc(S(=O)(=O)O)cc3c2)cc1	2.5	0.1	-7	3	0.0	0.8	-0.7	-1	-3	-0.1	-1.1
COc1cc(C=O)ccc1OCCOc1ccccc1[N+](=O)[O-]	6.1	-0.8	7	-2	-0.3	3.6	5.0	0	-1	0.9	0.3
CCOc1ccc2nc(SCC(=O)NCc3ccccc3OC)[nH]c2c1	-0.2	0.5	-10	-3	-0.2	-2.6	-0.3	-1	-2	-2.2	-1.1
O=C(COC(=O)c1ccc(O)cc1)NCC1COc2ccccc2O1 (stereo not given)	0.9	0.2	4	-3	1.1	0.1	1.2	0	-2	-0.1	-0.3
C=CCn1c(SCC(=O)NCCc2ccccc2)nc2c([nH]c3ccccc32)c1=O	1.6	-0.1	1	0	-1.6	2.8	4.8	-10	-12	0.5	1.0*
Cc1ccc(Nc2ccc(NCc3ccccc3)nn2)cc1C	4.2	0.0	3	2	1.0	3.6	3.5	-1	-1	-0.2	-0.8
CC1CCc2c(C(=O)N3CCN(S(=O)(=O)c4cccs4)CC3)csc2C1 (stereo not given)	-0.8	-0.4	-2	4	-0.2	0.1	0.0	3	9	2.9	-1.0
O=C1N[C@@H](c2ccccc2)COC(=O)[C@H](Cc2ccc(F)cc2)C/C=C\C[C@H]1CC(=O)N(CCO)Cc1ccccc1	-0.6	0.6	-1	1	0.0	-1.4	-1.4	-3	-2	0.6	-1.7
C=CCn1c(SCC(=O)Nc2ccc(Br)cc2)nc(O)cc1=O	-1.7	0.7	-9	-1	-2.4	-1.1	-0.6	-1	-7	0.4	-0.9
O=C(CN1c2cccc3cccc(c23)S1(=O)=O)Nc1ccc(F)c(F)c1F	-0.7	2.3	-13	-3	0.0	-0.9	-0.4	-5	1	-0.9	-1.7
O=C(CN1C(=O)S/C(=C\c2ccccc2)C1=O)NNC(=O)c1ccccc1O	-0.3	1.1	23*	-1	0.5	-1.4	-1.3	5	0	0.8	-1.1
CCN(CC)CCNc1nc2c(c(=O)n(C)c(=O)n2C)n1C/C=C(/C)Cl	-2.5	-0.2	2	-1	-0.4	-1.0	1.7	2	-3	0.3	-0.6
Cc1ccc2c(ccc(=S)n2C)c1	2.1	-0.1	4	3	0.7	-0.2	0.1	-1	3	0.5	-1.1
COC(=O)c1cccc(Cn2ccc3ccc(-c4ccc5ccn(Cc6cccc(C(=O)OC)c6)c5c4)cc32)c1	-3.5	-2.0	6	-2	-0.5	/	-2.9	-2	-1	/	-1.3
CCN(CC)C(=O)Cn1cc(S(=O)(=O)CC(=O)Nc2cccc(NC(C)=O)c2)c2ccccc21	0.5	0.4	-2	-2	0.0	-0.5	1.1	1	1	0.8	-1.4
NC(Cc1ccc(C(F)(F)F)cc1)c1csc(Nc2nncc3ccccc23)n1 (stereo not given)	1.6	0.1	21*	-7	-1.7	-3.1	1.9	-2	-6	/	-0.1
COc1ccc(CCNCc2ccccc2N2CCCC2)cc1	-2.5	0.3	2	-2	-0.7	-2.1	0.0	-52	-13	1.4	-0.7
Cc1nc(SCC(=O)NCC(F)(F)F)c2c(-c3cccs3)csc2n1	-1.9	-0.9	-3	-5	0.3	2.7	-1.2	2	2	-2.0	-1.0
CCOC(=O)c1ccc(N2C(=O)CC(N3CCN(C(=O)c4ccco4)CC3)C2=O)cc1 (stereo not given)	6.5	-0.3	-1	-3	-0.1	1.7	-0.2	-1	0	1.7	-0.4
Cc1ccc(-c2nnc(SCC(=O)N3CCCC3)o2)cc1	1.6	-0.2	0	4	0.3	-0.2	-0.5	0	3	0.8	-1.2
CCN(CC)C(=O)CSc1nc2c(sc(=S)n2-c2ccc(C)cc2C)c(=O)[nH]1	-2.1	0.5	-2	0	-0.5	1.3	-0.9	-5	5	-0.4	-0.5
C/C(CC(=O)NCc1ccccc1Cl)=N/NC(=O)c1ccccn1	11*	0.3	-6	5	2.5	8.2*	5.1	1	-1	0.2	-0.4
C[N+]1(CC#CC(O)(c2ccccc2)c2ccccc2)CCCC1	-1.6	-0.9	8	-1	0.0	2.9	-1.3	0	5	-0.5	-0.8
COc1ccccc1CNC(=O)CCC(=O)Nc1nnc(C)s1	-2.0	0.2	1	-2	-0.1	-1.9	1.3	1	-2	0.2	-1.1
CC/C(=N\NC(=O)c1ccc(-c2ccccc2)cc1)C12CC3CC(CC(C3)C1)C2	0.8	-2.1	-10	2	-0.5	0.1	-1.1	2	-2	0.4	-1.2
O=C(/C=C/c1ccc(F)cc1)NCCCN1CCN(CCCNC(=O)/C=C/c2ccc(F)cc2)CC1	-0.4	-0.3	-13	1	-0.2	0.5	0.3	-6	-3	1.7	-0.9
CCCNC1=C(C)C(=O)CC1	-0.7	0.2	0	1	-0.1	-0.7	1.6	8	-6	0.1	-1.2
O=C(Nc1cc(S(=O)(=O)N2CCOCC2)ccc1N1CCOCC1)c1cc(=O)[nH]c2ccccc12	0.6	-0.8	8	3	-0.2	-0.7	-0.7	1	-1	-0.3	-0.5
Cc1ccc(-n2c(C)cc(C(=S)N3CCOCC3)c2C)cc1C	0.1	0.0	-2	-1	-1.0	2.8	-2.2	0	8	-1.0	-2.4
COc1cc(-c2cc(C(=O)NCCc3ccc(S(N)(=O)=O)cc3)c3ccccc3n2)cc(OC)c1OC	-3.3	3.6	-17	-1	-1.1	-0.1	-1.9	2	1	4.1	-1.4
CCOc1ccc(N(CC(=O)Nc2ccccc2C(=O)NCc2ccco2)S(C)(=O)=O)cc1	0.5	-0.2	-10	-4	-0.2	-0.4	-2.1	0	-3	0.8	-0.8
COC(=O)[C@]12CCCCC=C1N(Cc1ccc3c(c1)OCO3)C(=O)[C@H](CC(=O)NCCC(C)C)C2	-3.0	0.0	-4	-1	-0.8	/	-0.8	-5	-6	/	-1.0
CC(C)c1nnc(NC(=O)CCC(=O)N2CCN(c3ccc(Cl)cc3)CC2)s1	1.6	0.5	-9	-1	0.5	-1.7	-2.2	-2	-8	0.0	-0.7
CCN(CC)C1=CC(=[N+]2CCCC2)CC(C)(C)C1	-8.2	0.0	10	-3	-2.7	-1.2	-4.3	5	0	-4.3	-2.0
O=S(=O)(Nc1ccccc1F)c1ccc2nsnc2c1	0.4	0.5	-4	0	1.0	-0.6	-0.9	0	8	-0.5	-1.0
CCCc1nc2c(=O)n(C)c(=O)nc-2n(C)n1	-14	-0.4	0	-11	-4.6	-17	-6.8	2	12	-4.2	-3.5
CCN(C(=O)CSc1nnc(-c2ccccc2C)n1C)c1c(N)n(Cc2ccccc2)c(=O)[nH]c1=O	2.5	-0.5	3	-3	-0.6	2.5	-0.3	-2	0	-0.5	-0.1
C=Cn1cc[n+](CC(=O)c2ccc(Br)cc2)c1	4.8	-0.4	-8	-1	-0.3	1.5	-0.6	1	1	-0.4	-0.9
CN1CCC(=NNC(=O)CN(c2cccc(Cl)c2)S(C)(=O)=O)CC1	3.2	-0.1	1	0	-0.5	2.0	-1.0	1	5	0.7	-0.8
COc1cc(C(=O)NC2CCCc3ccccc32)cc(OC)c1OC (stereo not given)	1.9	0.1	-1	-3	-0.4	0.7	-0.3	0	-2	0.1	-1.0
CCOc1ccc(/C=N\NC(=O)c2c(C)nc3cc(C)ccn23)cc1	-0.2	0.1	2	3	-0.6	-0.2	0.3	-7	0	-1.5	-1.5
CN1CCN(c2ccc(CNC(=O)c3ccco3)cc2)CC1	-2.5	-0.5	6	-6	-0.1	0.5	-1.4	6	7	-1.1	-0.4
COc1cc(C(=O)NCCNC(=O)c2ccc(C)nc2)cc(OC)c1OC	-0.9	0.0	3	-2	-0.4	0.1	-0.4	3	1	1.2	-1.1
Cc1ccc(NC(=O)CN(C)C(=O)c2cc(-c3cccs3)nn2-c2ccccc2)cc1	-1.8	-0.4	-5	-1	0.9	0.9	-1.5	-6	-3	0.0	-1.1
O=C(NCC(c1cccnc1)N1CCN(c2ccc(F)cc2)CC1)C1CCCCC1 (stereo not given)	1.3	0.3	3	0	-0.7	0.7	-0.7	2	3	-0.2	-1.1
Cc1ccccc1C(=O)NC1CCN(Cc2nnnn2Cc2ccccc2)CC1	1.4	0.6	2	-2	0.1	-0.7	-2.0	-3	4	0.0	-1.2
Cc1ccc(-n2c(Cc3cccs3)nnc2SCC(N)=O)cc1	-1.7	-0.5	1	-2	-0.1	-0.6	0.3	-6	-7	0.5	-2.0
O=C(Cn1c(=O)c2c(ncn2Cc2ccccc2)n(Cc2ccccc2)c1=O)N1CCCC1	-1.4	0.2	1	1	-0.2	-0.9	-0.9	4	0	-0.1	-1.1

Screening data deposited in PubChem by several laboratories.
